sPLA2-III inh = human group III sPLA2 inhibitors, primary screen, biochemical, QFRET, BODIPY PC-A2 liposome substrate | inhibition, % at 12.2 µM | hit rate 0.56% among 370,000 | QFRET BODIPY PC-A2 liposome hydrolysis, fluorescence;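 active means inhibition above mean plus 3 SD of compounds lying within the high and low control bounds, cut at about 19% in these data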;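 further: 0% = median of test compound wells and 100% = no enzyme DMSO wells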
Target sequence (Q9NZ20 whole entry, looked up): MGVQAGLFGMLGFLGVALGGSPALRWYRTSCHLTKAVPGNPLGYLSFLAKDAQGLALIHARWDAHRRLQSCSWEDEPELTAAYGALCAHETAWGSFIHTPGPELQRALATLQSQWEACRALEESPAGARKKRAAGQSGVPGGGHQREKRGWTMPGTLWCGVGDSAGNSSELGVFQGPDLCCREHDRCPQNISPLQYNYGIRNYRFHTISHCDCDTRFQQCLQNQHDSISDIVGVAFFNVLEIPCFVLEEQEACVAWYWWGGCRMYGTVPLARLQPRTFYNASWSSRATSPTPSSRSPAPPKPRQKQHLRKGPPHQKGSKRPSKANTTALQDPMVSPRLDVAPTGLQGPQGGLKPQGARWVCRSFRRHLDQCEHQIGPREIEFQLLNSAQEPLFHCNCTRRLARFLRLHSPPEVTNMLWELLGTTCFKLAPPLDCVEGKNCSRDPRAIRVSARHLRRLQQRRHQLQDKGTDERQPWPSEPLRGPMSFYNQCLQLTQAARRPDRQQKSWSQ
ADAM10 inh = human ADAM10 inhibitors, primary screen, biochemical, QFRET, HTS | inhibition, % at 7 µM | hit rate 0.62% among 370,000 | recombinant ADAM10, EDANS/DABCYL FRET peptide cleavage, 3 h | Disintegrin and metalloproteinase domain-containing protein 10 (Homo sapiens), O14672;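 active means inhibition above a per-campaign cutoff equal to the mean of compounds falling between control-based bounds plus 3 SD, cut at about 20% in these data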;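 further: 0% = DMSO wells while the 100% control is not disclosed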
PLCb3 inh = human PLC-beta3 inhibitors, primary screen, biochemical, fluorescence; 1-phosphatidylinositol 4,5-bisphosphate phosphodiesterase beta-3 (Homo sapiens), Q01970; Purified PLC-beta3, fluorogenic substrate; hit rate 0.18% among 370,000; inhibition, % at 12.2 µM; in the data active means inhibition above about 11%;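 further: 0% = median of compound wells on plate and 100% = full blocker control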
DAX1 inh-1 = DAX1 (NR0B1) inhibitors, primary screen, cell-based, HEK293, Gal4-DAX1, luciferase luminescence; hit rate 0.99% among 340,000; HEK293 Gal4-DAX1 luciferase reporter; Nuclear receptor subfamily 0 group B member 1 (Homo sapiens), P51843; inhibition, % at 6.75 µM; AID 504766, 2011;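 active means inhibition above the mean over all tested compounds plus 3 SD, cut at about 4.2% in these data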;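 further: 0% = DAX1-transfected cells with DMSO and 100% = empty-vector control cells with DMSO; inhibition shows as a rise in luminescence from relieved DAX1 repression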
hgDAF-12 ag = H. glycines DAF-12 receptor agonists, primary screen, cell-based, luminescence, HEK293, GAL4 fusion, UAS-luciferase; AID 687014, 2013; Nuclear hormone receptor DAF-12 (Heterodera glycines), GAL4 fusion; HEK293 GAL4-hgDAF12 UAS-luciferase reporter, agonist luminescence; normalized to butyrate control; activation, % at 6.8 µM; hit rate 1.8% among 370,000;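 active means activation above a cutoff set at the mean of all screened compounds plus 3 SD, cut at about 10% in these data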;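 further: 0% = DMSO wells and 100% = sodium butyrate wells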
DAX1 inh-2 = DAX1 (NR0B1) inhibitors on StAR promoter, primary screen, cell-based, luminescence, SF-1 (NR5A1), full-length DAX-1. HEK293T StAR-luciferase reporter, SF-1/DAX-1 repression relief. hit rate 1.1% among 370,000. AID 652010, 2013. inhibition, % at 6.8 µM;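 active means inhibition above the mean over all tested compounds plus 3 SD, cut at about 3.6% in these data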;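 further: 0% = DAX-1 cells with DMSO and 100% = cells lacking DAX-1 with DMSO; higher inhibition means more luminescence from relief of DAX-1 repression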
hcDAF-12 act = H. contortus DAF-12 nuclear receptor activators, primary screen, cell-based, luminescence, HEK293, lit1-tk-luc reporter. HEK293 hcDAF-12 lit1-tk-luc reporter; 0% DMSO, 100% Δ7-dafachronic acid. activation, % at 6.8 µM. hit rate 1.4% among 370,000;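 active means activation above the mean of all tested compounds plus 3 SD, cut at about 5.5% in these data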;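 further: 100% = response to 3 µM Δ7-dafachronic acid high control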
FXN GAA850 act = FXN promoter activators, primary screen, cell-based, luciferase luminescence, HEK293 lucGAA850; HEK293 lucGAA850 FXN promoter luciferase reporter, 24 h; percent of 10 µM SAHA response; activation, % at 6 µM; hit rate 0.56% among 360,000;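 active means activation above the average of all compounds screened plus 3 SD, cutoff fixed separately per campaign, cut at about 7.5% in these data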;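 further: 0% = DMSO wells and 100% = 10 µM SAHA wells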
PLC-gamma1 inh = PLC-gamma1 enzyme inhibitors, primary screen, biochemical, fluorescence, purified enzyme; 1-phosphatidylinositol 4,5-bisphosphate phosphodiesterase gamma-1 (Homo sapiens), P19174; fluorogenic substrate; AID 720700, 2013; inhibition, % at 12.2 µM; hit rate 0.84% among 370,000; in the data active means inhibition above about 9.5%
ADAM17 inh = ADAM17 inhibitors, primary screen, biochemical, QFRET; Disintegrin and metalloproteinase domain-containing protein 17 (Homo sapiens), P78536; recombinant ADAM17, EDANS/DABCYL FRET peptide cleavage; inhibition, % at 6.95 µM; hit rate 0.83% among 370,000;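 active means inhibition above the mean of compounds lying between control limits plus 3 SD, set per campaign, cut at about 8.5% in these data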;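 further: 0% = DMSO-only wells as the low control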
Target sequence (P78536 215-824 limits assumed): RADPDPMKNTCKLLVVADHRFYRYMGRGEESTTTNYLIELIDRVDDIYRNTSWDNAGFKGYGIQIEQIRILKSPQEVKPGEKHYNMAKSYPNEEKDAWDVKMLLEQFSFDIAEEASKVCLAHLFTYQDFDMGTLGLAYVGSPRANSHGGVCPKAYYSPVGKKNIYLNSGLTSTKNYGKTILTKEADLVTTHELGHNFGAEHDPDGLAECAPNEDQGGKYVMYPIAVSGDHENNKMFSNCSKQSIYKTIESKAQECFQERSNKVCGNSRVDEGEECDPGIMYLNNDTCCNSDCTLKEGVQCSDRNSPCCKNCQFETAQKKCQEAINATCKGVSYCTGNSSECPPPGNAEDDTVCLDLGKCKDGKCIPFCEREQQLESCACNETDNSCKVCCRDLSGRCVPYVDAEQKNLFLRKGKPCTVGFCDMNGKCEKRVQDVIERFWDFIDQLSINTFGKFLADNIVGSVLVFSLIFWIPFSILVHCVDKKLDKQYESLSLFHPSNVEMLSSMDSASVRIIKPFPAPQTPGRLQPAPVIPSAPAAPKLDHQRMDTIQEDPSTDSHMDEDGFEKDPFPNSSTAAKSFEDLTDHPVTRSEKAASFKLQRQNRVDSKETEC
ssDAF12 agonist = S. stercoralis DAF-12 nuclear receptor activators, primary screen, cell-based, luminescence, HEK293, GRIP1 co-expression, lit1-tk-luc | Nuclear hormone receptor DAF-12 (Strongyloides stercoralis) | HEK293 ssDAF-12/GRIP1 lit1-tk-luc reporter; % of 3 µM dafachronic acid response | hit rate 1% among 370,000 | activation, % at 6.8 µM | AID 652126, 2013;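 active means activation above the mean over all tested compounds plus 3 SD, cut at about 0.9% in these data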;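 further: 0% = DMSO-only wells and 100% = 3 µM delta7-dafachronic acid wells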
The depositor's hits bear a star; . = not tested or not shown.

The first two records (preview)
SMILES | sPLA2-III inh | ADAM10 inh | PLCb3 inh | DAX1 inh-1 | hgDAF-12 ag | DAX1 inh-2 | hcDAF-12 act | FXN GAA850 act | PLC-gamma1 inh | ADAM17 inh | ssDAF12 agonist
O=C(c1ccc(S(=O)(=O)c2cccc(Cl)c2)c([N+](=O)[O-])c1)N1CCN(c2ccccn2)CC1 | -9 | 8 | -14 | -3.0 | -8.5 | -2.5 | -5.0 | -2.6 | 2 | 6 | -2.2
Cc1cc(C(=O)COC(=O)c2ccccc2O)c(C)n1Cc1cccs1 | -8 | 7 | -9 | -5.2 | -17 | -4.7 | -7.8 | -19 | -2 | 3 | -4.0

The listing, from the start:
SMILES | sPLA2-III inh | ADAM10 inh | PLCb3 inh | DAX1 inh-1 | hgDAF-12 ag | DAX1 inh-2 | hcDAF-12 act | FXN GAA850 act | PLC-gamma1 inh | ADAM17 inh | ssDAF12 agonist
O=C(c1ccc(S(=O)(=O)c2cccc(Cl)c2)c([N+](=O)[O-])c1)N1CCN(c2ccccn2)CC1 | -9 | 8 | -14 | -3.0 | -8.5 | -2.5 | -5.0 | -2.6 | 2 | 6 | -2.2
Cc1cc(C(=O)COC(=O)c2ccccc2O)c(C)n1Cc1cccs1 | -8 | 7 | -9 | -5.2 | -17 | -4.7 | -7.8 | -19 | -2 | 3 | -4.0
O=C(CCN1CCCCC1)NNC(=S)NC(=O)c1ccc(Br)cc1 | -1 | -6 | -4 | -0.3 | 0.4 | 1.6 | -1.1 | -0.9 | -2 | -3 | -2.0
COc1ccc(S(=O)(=O)N2CCCC(C(=O)NCc3ccncc3)C2)cc1 (centres undefined) | 3 | 3 | 2 | -0.8 | 0.6 | -0.8 | -1.1 | -1.2 | 0 | -1 | -1.7
O=C(CS(=O)(=O)Cc1ccccc1)Nc1nc2ccccc2s1 | -27 | 4 | -6 | -0.6 | -0.7 | 0.6 | 2.2 | 7.2 | -2 | -2 | -0.8
O=S(=O)(Cc1ccccc1)NCc1cccnc1 | 10 | -7 | -1 | -0.6 | -0.5 | 1.1 | -1.4 | 3.3 | 0 | 6 | -1.2
Cc1ccc(CCC(=O)NCc2ccccc2)o1 | -6 | 4 | -7 | -1.5 | 3.2 | -0.4 | -1.8 | 1.4 | -1 | -1 | -0.8
O=C1Nc2ccccc2/C1=N/N=C/c1ccc(-c2ccc([N+](=O)[O-])cc2)o1 | -2 | 4 | -12 | 0.2 | -0.4 | 0.0 | 1.2 | -2.2 | -4 | 6 | -0.6
CCCCOc1ccc(S(=O)(=O)NC(=O)C2(C)CCN2C(=O)Cc2ccccc2Cl)cc1 (centres undefined) | -26 | -1 | -4 | . | -2.3 | 0.1 | -1.4 | 0.7 | -27 | -1 | -1.1
COc1ccc(C2c3ccc(O)cc3Oc3ncn(Cc4ccco4)c(=N)c32)cc1 (centres undefined) | -13 | 0 | -27 | 1.5 | -2.6 | -0.6 | -1.5 | 0.3 | -7 | 0 | -1.6
CCOC(=O)N1CCN(CCC(=O)Nc2cccc(Cl)c2C)CC1 | 1 | -2 | -7 | -0.9 | -0.9 | 0.3 | 2.0 | 0.8 | -3 | -2 | -0.6
COc1cc(NC(C)CCc2ccccc2)cc(OC)c1OC (centres undefined) | 11 | 3 | -11 | -2.0 | -0.6 | -0.7 | -0.9 | -0.6 | -3 | -1 | -0.8
CC(C)Cc1ccc(C#N)c(SCC(N)=O)n1 | -3 | -1 | 3 | 0.1 | 0.8 | 0.2 | 2.1 | 1.5 | 4 | 2 | -1.4
NC(=O)C1=C[C@@H](c2ccc(C(F)(F)F)cc2)C[C@@H](OCCCCO)O1 | 2 | -1 | -2 | 1.0 | -1.4 | 1.2 | -1.9 | 0.5 | -3 | -1 | -1.1
O=C(NCCc1cccs1)C1CC(c2cccc([N+](=O)[O-])c2)=NO1 (centres undefined) | 4 | -5 | -1 | -0.5 | 3.9 | -0.5 | -2.0 | 1.6 | 0 | -4 | -1.0
Cc1ccc(NC(=O)C(=O)NCCN2CCN(S(C)(=O)=O)CC2)cc1 | 4 | -16 | 1 | 0.1 | -2.1 | 0.0 | -1.7 | 2.1 | -1 | -1 | -0.7
O=C(Nc1ccnn1C1CCN(Cc2ccc(C#CCCO)cc2)CC1)c1cccc(F)c1 | -6 | -4 | -8 | -0.1 | -0.7 | -1.0 | 1.2 | 1.2 | 1 | 0 | -0.8
COc1ccc2c(c1)c(=O)cc(C)n2CC(=O)NCc1ccco1 | -3 | -13 | -3 | -1.0 | -0.7 | -0.7 | -1.0 | 1.7 | -5 | -7 | -1.6
O=C(CCC1CCCC1)N1CCN(S(=O)(=O)c2ccc(Br)cc2)CC1 | 5 | -2 | 0 | 0.3 | 3.7 | 0.9 | -1.1 | 2.8 | 8 | 5 | -1.5
COc1ccc(Cl)cc1NC(=O)CCNS(=O)(=O)c1cccc2nonc12 | -8 | 2 | -5 | -1.5 | -0.4 | 0.2 | 0.2 | 1.9 | 2 | -1 | -0.3
O=C(O)CP(=O)(c1ccccc1)c1ccccc1 | 7 | -4 | -5 | 0.2 | 1.4 | -0.5 | -0.7 | 0.2 | -2 | 0 | -0.6
Cc1ccc(-c2cc3c(nn2)-c2ccccc2C3=O)cc1 | 5 | 1 | 0 | -7.0 | 9.8 | 0.8 | 6.3* | -9.6 | 3 | -2 | 0.1
COc1ccc(CCNC(=O)c2cnccn2)cc1 | -1 | -16 | -3 | 0.2 | -1.1 | 1.2 | 1.3 | 0.2 | -5 | -3 | -1.6
Cc1ccc(C(=O)c2c3ccccc3[n+]([O-])n2CCC(N)=O)cc1 | 3 | 5 | 2 | -0.8 | 3.6 | -0.3 | 0.3 | 1.4 | 0 | -2 | -0.7
CCCC(=O)Nc1ccc(C(=O)COC(=O)C2=COCCO2)cc1 | 0 | 1 | -2 | 1.6 | 1.6 | 0.4 | -0.9 | 0.4 | 3 | -3 | -0.8
Cc1ccc(NC2(C(F)(F)F)N=C(c3ccccc3)NC2=O)nc1 (centres undefined) | 3 | 3 | 0 | 2.1 | -1.8 | 0.4 | 2.0 | 0.6 | 6 | -1 | -0.5
Cc1ccsc1C1C2=C(CCCC2=O)Nc2ncnn21 (centres undefined) | 1 | -9 | -1 | 1.1 | -1.7 | 0.9 | -1.3 | 0.9 | -2 | -4 | -1.8
Cc1ccc(NS(=O)(=O)c2ccc(C(=O)N3CCCCCCC3)cc2)cc1 | -21 | 7 | -6 | 1.4 | -0.9 | -4.8 | -3.0 | 0.3 | 1 | 3 | -1.6
Cc1nc(C(=O)NCc2ccccc2)sc1C1(C)CC(c2cccnc2)=NO1 (centres undefined) | 3 | 1 | 1 | -0.4 | -3.2 | -1.6 | -3.7 | -0.2 | 1 | -1 | -1.9
Cc1onc(-c2ccccc2)c1CNC(=O)Nc1ccc(C(F)(F)F)cc1 | -35 | 18 | -5 | . | -2.3 | -0.2 | -2.3 | -0.4 | 3 | 9.1* | -1.5
CCOc1ccc(NC(=O)C2CC(=O)N(Cc3ccco3)C2)cc1 (centres undefined) | -5 | -9 | 0 | 1.9 | 2.6 | 0.1 | 1.8 | -0.3 | -2 | -4 | -0.7
COc1ccc(C(=O)Nc2ccc3c4c(cccc24)CC3)cc1 | -8 | 1 | -2 | 0.5 | 1.3 | 0.3 | -0.5 | 5.9 | -1 | -4 | -1.1
N#Cc1ccc(S(=O)(=O)Nc2ccc3ccccc3n2)cc1 | -15 | -25 | -26 | 0.5 | 0.6 | 0.1 | -0.6 | 1.0 | -18 | -8 | -1.7
CCC(C)C(NC(=O)c1ccccc1NC(=O)c1ccccc1)C(=O)O (centres undefined) | 0 | 7 | -2 | -1.2 | -1.3 | 0.2 | -0.9 | -0.8 | 4 | 0 | -1.9
Cc1c(N)cc[n+](CC(=O)c2ccccc2)c1C | 2 | 6 | 0 | -0.9 | -4.6 | -0.2 | -0.5 | -0.1 | -1 | -2 | -1.9
Cc1cc(-c2nnc(SCC(=O)Nc3ccccn3)o2)no1 | 3 | -8 | -6 | -0.9 | -2.2 | 0.1 | 0.4 | 1.5 | -4 | -7 | -1.9
O=C(c1ccc(Br)s1)N1CCN(c2ccccn2)CC1 | 9 | -9 | -3 | -0.5 | -2.5 | -0.1 | -3.0 | 0.5 | 2 | 0 | -1.0
COc1cccc(S(=O)(=O)Nc2ccc3c(c2)[C@@H]2C[C@@H](CC(=O)NCc4ccc(Cl)cc4)O[C@@H](CO)[C@@H]2O3)c1 | -37 | 3 | -3 | . | -0.2 | -0.7 | -0.3 | . | 0 | 4 | -1.6
CCn1c(SCC(=O)NN=Cc2cccc(OCc3ccccc3)c2)nnc1-c1ccc(OC)c(OC)c1 | -10 | 11 | 2 | . | -0.6 | -2.0 | -2.4 | . | 5 | 4 | -1.5
COc1cc(CN2CCCC(CO)(Cc3ccccc3)C2)ccc1O (centres undefined) | 5 | -4 | -11 | 2.7 | 2.0 | -0.1 | -1.9 | -0.4 | 0 | -7 | -0.7
COc1ccc(C2(C)NC(=O)N(CC(=O)Nc3ccc4[nH]c(=O)[nH]c4c3)C2=O)cc1 (centres undefined) | -11 | -7 | -9 | 1.9 | -0.2 | 2.7 | 2.1 | -2.9 | -3 | 1 | -1.2
CSC1=NSC2=NC(=O)/C(=C\c3cccs3)C(=N)N12 | -4 | -9 | -22 | 2.8 | 8.6 | 1.6 | 3.4 | 2.2 | -20 | -5 | 0.7
COc1ccc(CNC(=O)COC(=O)CN2C(=O)NC3(CCCC3)C2=O)cc1 | 3 | -3 | -6 | 0.0 | 0.0 | 0.4 | 0.1 | 0.3 | 2 | -1 | -1.4
CN1CC[C@@H]2CN(S(=O)(=O)c3ccccc3)[C@H](c3ccccc3Br)C[C@@H]21 | -14 | -5 | 1 | . | -0.5 | -0.3 | -1.1 | . | 2 | -2 | -0.2
COc1cccc(CNc2nc3cc(-c4ccccc4CO)sc3c(=O)n2C)c1 | -31 | -22 | -1 | . | -1.7 | -0.5 | -0.2 | 1.9 | -1 | -2 | -1.5
Cc1cc(C2C(=O)NC(=O)C2=O)c(C)cc1Br (centres undefined) | -46 | -4 | -3 | 2.0 | -3.0 | 0.0 | -0.6 | 0.4 | 5 | -4 | -1.1

Random draw from the library, and some 6.9% of all compounds hit somewhere here.
